KDM4E inh – qHTS Assay for Inhibitors of Human Jumonji Domain Containing 2E (JMJD2E); Lysine-specific demethylase 4E (Homo sapiens), B2RXH2; JMJD2E catalytic domain, FDH-coupled NADH fluorescence (FDH is formaldehyde dehydrogenase); Potency, µM (top dose mostly 57.1 µM), without a hit: at the highest dose activity change, negative = inhibition, hits mostly inhibitors; hit rate 1.6% among 230,000; AID 2147, 2009; active means well fitted inhibition curve with a large enough effect, not every such curve was filed as active; inconclusive means small, poorly fitted or top-dose-only effect, or another doubt; inactive means no such curve, though single readings can be large or run the other way;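 further: 0% = wells with enzyme and -100% = buffer wells without enzyme; nearly all actives have a fitted effect of over 50% in size; many of its hits are not listed in these tables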
Luc counter – Counterscreen for Luciferase (Kinase-Glo TM) Inhibition. Potency, µM (series often up to 38.3 µM), for inactives: at the top dose activity change, negative = inhibition, actives largely listed as inhibitors. AID 1379, 2008. Luciferin 4-monooxygenase (Photuris pensylvanica), Q27757. hit rate 0.28% among 200,000. Kinase-Glo luciferase, ATP luminescence, 8 min; further: on the % scale 0 is the no-effect control and ±100 the full control effect; nearly all actives have a fitted effect of over 60% in size
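Kinase-Glo luciferase light output from ATP and luciferin was measured with 10 uM ATP, within the enzyme's linear range. Buffer: 50 mM imidazole pH 7.2, 50 mM KCl, 7 mM MgCl2, 0.01% Tween 20, 0.05% BSA; luminescence read after 8 min at ambient temperature.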
NPSR antag – qHTS Assay for Antagonists of the Neuropeptide S Receptor: cAMP Signal Transduction | CHO-NPSR cells, cAMP TR-FRET, antagonist mode | hit rate 1% among 220,000 | Q6W5P4 | Potency, µM (series often up to 38.3 µM), for the others: top-dose activity change, negative = inhibition, most hits filed as inhibitors; further: on the % scale 0 is the no-effect control and ±100 the full control effect; nearly all actives have a fitted effect of over 50% in size; many of its hits are not listed in these tables
Epigenetic reg – Quantitative High-Throughput Screen for Regulators of Epigenetic Control. murine LDR cells, GFP reporter derepression, 30 h. Potency, µM (top dose mostly 53.9 µM), without a hit: at the highest dose GFP activation, hits mostly activators. hit rate 0.2% among 280,000; further: % of control where 0% means no effect; nearly all actives have a fitted effect of over 60% in size
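Derepression of a silenced CMV-GFP reporter in murine LDR cells is scored by enumerating GFP-positive cells with a laser-scanning microplate cytometer after 30 hours of treatment at 37 C.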
SMN2 splice up – qHTS Assay for Enhancers of SMN2 Splice Variant Expression; HEK293 SMN2-luciferase splicing reporter, luminescence, 30-36 h; Potency, µM (highest dose often 46.1 µM), for inactives: top-dose activity change, positive = activation, actives largely listed as activators; hit rate 2.8% among 210,000; AID 1458, 2008; further: % of control where 0% means no effect; nearly all actives have a fitted effect of over 55% in size
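qHTS luciferase splicing reporter: luminescence rises when SMN2 exon 7 is included in transfected HEK293 cells. Compound exposure lasted 30-36 h at 37C, with 4.5 mM final sodium butyrate as control, followed by a ONE-Glo read.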
RGS12 GoLoco inh – qHTS Assay for Inhibitors of RGS12 GoLoco Motif Activity (Red Fluorophore); Gai1:RGS12 GoLoco peptide FP, rhodamine, 10 min; Potency, µM (titrated, usually from 61.6 µM), for inactives: at the top dose activity, negative = inhibition, actives largely listed as inhibitors; hit rate 0.44% among 230,000; active means well fitted inhibition curve with a large enough effect, not every such curve was filed as active; inactive means no such curve, though single readings can be large or run the other way; further: on the % scale 0 is the no-effect control and ±100 the full control effect; nearly all actives have a fitted effect of over 30% in size; many of its hits are not listed in these tables
Target sequence (P63096 whole entry, looked up): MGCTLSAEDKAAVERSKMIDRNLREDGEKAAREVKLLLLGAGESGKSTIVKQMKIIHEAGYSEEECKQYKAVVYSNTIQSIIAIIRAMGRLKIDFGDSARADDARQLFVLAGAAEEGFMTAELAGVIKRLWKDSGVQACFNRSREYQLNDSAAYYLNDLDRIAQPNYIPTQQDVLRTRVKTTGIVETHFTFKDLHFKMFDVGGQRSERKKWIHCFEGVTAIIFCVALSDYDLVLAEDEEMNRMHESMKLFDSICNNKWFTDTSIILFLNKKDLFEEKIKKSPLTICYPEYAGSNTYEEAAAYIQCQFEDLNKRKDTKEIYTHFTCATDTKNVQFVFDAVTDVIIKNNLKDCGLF
RECQ1 helicase – qHTS Assay for Inhibitors of RecQ-Like Dna Helicase 1 (RECQ1). Potency, µM (titrated, usually from 57.3 µM), inactives show at the highest dose activity, negative = inhibition, hits mostly inhibitors. ATP-dependent DNA helicase Q1 (Homo sapiens), P46063. hit rate 0.54% among 240,000. RECQ1 DNA unwinding, red fluorescence kinetic read;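 further: plate controls were vehicle for no effect and no enzyme for full effect; nearly all actives have a fitted effect of over 30% in size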
Target sequence (P46063 whole entry, looked up): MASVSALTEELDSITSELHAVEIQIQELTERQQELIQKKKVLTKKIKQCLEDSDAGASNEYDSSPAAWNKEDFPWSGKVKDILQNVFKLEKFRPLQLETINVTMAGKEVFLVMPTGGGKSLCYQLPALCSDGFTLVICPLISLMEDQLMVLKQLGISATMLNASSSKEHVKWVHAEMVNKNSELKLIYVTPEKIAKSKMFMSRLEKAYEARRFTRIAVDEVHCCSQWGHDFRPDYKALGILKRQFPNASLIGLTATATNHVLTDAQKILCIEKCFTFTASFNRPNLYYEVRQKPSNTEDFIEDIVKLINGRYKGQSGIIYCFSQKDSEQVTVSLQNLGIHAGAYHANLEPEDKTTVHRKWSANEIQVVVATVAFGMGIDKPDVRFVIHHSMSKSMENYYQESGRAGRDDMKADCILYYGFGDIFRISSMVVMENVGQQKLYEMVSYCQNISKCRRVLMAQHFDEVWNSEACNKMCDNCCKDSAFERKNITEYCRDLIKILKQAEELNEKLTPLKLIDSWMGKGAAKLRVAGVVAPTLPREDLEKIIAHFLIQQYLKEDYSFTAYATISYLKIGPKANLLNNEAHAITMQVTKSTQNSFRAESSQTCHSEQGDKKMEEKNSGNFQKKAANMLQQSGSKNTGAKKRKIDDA
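RECQ1T1 50 nM; forked duplex (20 bp + 30-nt ss tails) 200 nM, ATP 2 mM final; pH 8.0, 2 mM MgCl2, 2.5 ug/ml poly(dI-dC); 15 min compound preincubation; discontinuous kinetic read over 2 h at RT.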
IMPase Li cell – qHTS Assay for Identifying the Cell-Membrane Permeable IMPase Inhibitors: Potentiation with Lithium | Potency, µM (doses to about 59.4 µM), for inactives: at the top dose activity, negative = IMPase inhibition, actives largely listed as inhibitors | CHO-M1 cells, IP1 TR-FRET (IP-One), carbachol + lithium | AID 1457, 2008 | hit rate 0.35% among 210,000;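 further: IP1 builds up when IMPase is blocked and the TR-FRET signal falls; plate controls were basal vehicle for no effect and high inhibitor control for full effect; nearly all actives have a fitted effect of over 50% in size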
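Readout is a homogeneous TR-FRET IP1 immunoassay (Ex 320, Em 665 and 620), where raised cytosolic IP1 lowers signal. Cells were CHO-M1 treated 30 min at 37C with test compounds plus a little lithium; AC50 values came from Hill-equation fitting.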
* hit, by the source's call; i = inactive; ? = inconclusive; nt = not tested or not shown; [ ] = dose if it differs, or a comment. Unless noted, the call rests on the fitted dose curve; in most records, active means well fitted curve in the direction sought with a large enough effect; inconclusive means small, poorly fitted or top-dose-only effect, or another doubt; inactive means no such curve, though single readings can be large; an effect the other way counts as inactive or inconclusive. Potency means the concentration at half of the fitted maximal effect. An excerpt, so the mix of outcomes need not match the whole.

The line under a structure holds: KDM4E inh	Luc counter	NPSR antag	Epigenetic reg	SMN2 splice up	RGS12 GoLoco inh	RECQ1 helicase	IMPase Li cell
Cc1cc(C)c(C)c(S(=O)(=O)Nc2ccc(OCC(=O)O)cc2)c1C
  -0.9%	-0.7%	2.1%[46.1 µM]	0.0%	-3.4%	-3.3%	-7.1%	1.4%[38.3 µM]
Cn1c(=O)cc(SCC(=O)N2CCN(c3ccccn3)CC2)c2ccccc21
  -0.6%	nt	-26.1%[46.1 µM]	-1.0%	nt	nt	-6.2%	nt
CCCCNC(=O)CC(=O)Nc1ccccc1C(=O)O
  -16.8%	-1.2%	-2.8%[46.1 µM]	-2.1%	5.9%	2.1%	-10.7%	-5.7%[38.3 µM]
Cc1ccc(-n2[nH]c(C)c(/C=N/Nc3ccc([N+](=O)[O-])cc3[N+](=O)[O-])c2=O)cc1C
  ?	?	-36.0%	-0.1%	-72.6%[inhibitor]	0.9%	-4.0%	26.8%
N#CCCn1c(=O)n(CCC#N)c2ccccc21
  12.6%	-2.8%	11.6%	0.0%	-4.6%	7.6%	14.3%	5.6%
O=C(O)c1cc2c(ccc3ccccc32)oc1=O
  ?	-0.6%	1.6%[46.1 µM]	-0.7%	-19.7%	16.0%	-0.8%	7.2%[38.3 µM]
CC1C(C#N)=C(N)OC2=C1C(=O)CCC2 (stereo not given)
  0.6%	-9.3%	-19.2%[46.1 µM]	0.0%	0.7%	2.5%	-4.5%	5.7%[38.3 µM]
CCC/C=C(\CCC)C(NC(=O)c1ccccc1)c1ccccc1 (stereo not given)
  7.0%	1.5%	nt	4.0%	-10.0%	3.0%	-13.4%	10.7%
O=C(N/N=C\c1ccc([N+](=O)[O-])o1)c1cncc(Br)c1
  -0.6%	nt	-43.7%	-1.0%	nt	0.2%	-3.7%	nt
O=C1C2C3C=CC(CNS(=O)(=O)c4ccccc4)(O3)C2C(=O)N1c1ccc(Cl)cc1 (stereo not given)
  7.0%	0.0%	2.2%	-3.2%	-12.2%	-18.6%	-13.2%	4.8%
CC(C)n1cnc2c(Nc3cccc(Cl)c3)nc(N(CCO)CCCO)nc21
  -0.2%	nt	-56.7%	-1.6%	nt	-23.7%	-19.9%	nt
CC(=O)N1CCCc2cc(S(=O)(=O)NCCC3=CCCCC3)ccc21
  -1.9%	-1.9%	-3.8%[46.1 µM]	0.9%	-41.5%[inhibitor]	5.8%	0.0%	18.2%
Cc1ccccc1C(=O)NC(=S)Nc1ccc(S(=O)(=O)N2CCOCC2)cc1
  2.4%	3.1%	-6.3%[46.1 µM]	0.0%	-6.1%	1.1%	-4.6%	14.4%
CCCC(=O)N1CC2(CCC)CN(C(=O)CCC)CC(CCC)(C1)C2=O
  7.2%	6.0%	-5.0%[46.1 µM]	0.9%	-2.8%	5.3%	-2.6%	8.0%
COCCn1c(SCC#N)nnc1-c1ccc(OC)cc1
  -0.2%	-1.8%	-8.3%[46.1 µM]	0.0%	-3.6%	-0.5%	-7.2%	15.5%
COc1ccc(Oc2nc(-c3ccccc3)ncc2S(=O)(=O)c2ccccc2)cc1
  ?	0.7%	?	1.5%	-2.9%	1.7%	-0.5%	32.0%[38.3 µM]
CCOC(=O)c1ccc(NC(=S)NC(=O)c2nn(CC)cc2Br)cc1
  5.4%	-0.5%	-12.3%	0.0%	11.7%	2.3%	-0.2%	-4.4%
O=C(COc1cccnc1[N+](=O)[O-])c1c[nH]c2ccccc12
  -3.3%	nt	0.2%	2.2%	nt	-8.4%	-7.4%	nt
O=c1cc(CSc2nnc(NC3CCCCC3)s2)nc2sccn12
  -7.9%	-0.4%	6.8%	0.0%	6.4%	6.0%	-5.6%	11.9%
CCc1ccc(NC(=O)CSc2nnc(CNC(=O)c3c(F)cccc3Cl)o2)cc1
  1.3%	-3.4%	-13.1%[46.1 µM]	4.5%	18.0%	-5.5%	-14.6%	22.3%[38.3 µM]

Continued.
The line under a structure holds: KDM4E inh	Luc counter	NPSR antag	Epigenetic reg	SMN2 splice up	RGS12 GoLoco inh	RECQ1 helicase	IMPase Li cell
CCOc1cc(C(=O)Nc2nnc(CC)s2)ccc1OCC(=O)N1CCOCC1
  ?	-2.3%	-15.0%[46.1 µM]	1.0%	-4.5%	1.2%	i	4.0%[38.3 µM]
COc1ccccc1-c1cc(C(F)(F)F)nc(S(=O)(=O)CCCC(=O)O)n1
  -28.5%	0.2%	?	-3.9%	5.7%	-12.4%	-15.6%	31.7%[38.3 µM]
O=C(O)c1cc(-c2ccc(/C=C3\NC(=O)N(c4ccc(Cl)cc4)C3=O)o2)ccc1Cl
  ?	-1.0%	-14.7%	-1.9%	-3.1%	9.1%	?	0.7%
O=C(Oc1oc(-c2ccco2)nc1C=Nc1ccccc1)c1ccoc1
  2.9%	-4.5%	-25.8%[46.1 µM]	-0.4%	8.8%	-3.6%	-7.0%	4.0%[38.3 µM]
O=C(C1CCN(S(=O)(=O)c2ccccc2[N+](=O)[O-])CC1)N1CCOCC1
  -3.4%	1.0%	5.5%	-2.4%	-4.3%	3.1%	i	-4.5%
CC(/C=N/n1c(-c2ccncc2)n[nH]c1=S)=C\c1ccco1
  ?	nt	-35.1%	-1.8%	nt	-3.9%	?	nt
COc1ccccc1C(=O)NCC(=O)OCC(=O)c1ccc2c(c1)-c1ccccc1C2
  -26.0%	-0.5%	-12.0%	1.0%	22.0%	7.8%	-5.2%	-13.8%
COC(=O)Cc1c(OC)ccn(CCc2c[nH]c3ccccc23)c1=O
  0.3%	1.1%	-1.3%	2.5%	11.2µM*	-4.7%	-2.8%	4.3%
Cc1ccc(C2Nc3ccc4ccccc4c3C3=C2C(=O)CC(C)(C)C3)o1 (stereo not given)
  ?	-0.1%	?	0.0%	-10.0%	9.4%	1.2%	3.4%
O=C(COc1ccccc1)N(Cc1cccs1)C1CCS(=O)(=O)C1 (stereo not given)
  0.2%	nt	4.8%	1.1%	nt	-2.2%	3.9%	nt
COc1ccc(OCC(=O)Nc2nc3ccccc3[nH]2)cc1
  2.3%	-6.4%	-5.2%[46.1 µM]	-0.2%	17.9%	5.2%	-11.2%	1.2%[38.3 µM]
Cc1cc(NC(=O)CSc2nc3ccccc3n2CC(=O)N2CC(C)CC(C)C2)no1 (stereo not given)
  7.8%	1.1%	-6.0%[46.1 µM]	0.0%	1.3%	3.1%	-3.5%	18.2%[38.3 µM]
C/C(=C\C=C(C#N)C#N)c1cc(C#N)c(N)o1
  ?	-26.6%	-24.1%	8.1%	-6.8%	-47.6%	14.1µM*	6.4%
CN1CCO/C1=C(\C(Cl)=C(Cl)Cl)[N+](=O)[O-]
  -1.0%	2.7%	0.9%	-2.7%	3.9%	7.6%	-5.9%	9.2%
O=C(NCCSc1ccccc1)c1ccc(CN2CCOCC2)cc1
  2.5%	nt	-1.8%	0.0%	nt	6.8%	-5.3%	nt
Cc1ccc(C)c(NC(=O)CSc2nc3[nH]ncc3c(=O)[nH]2)c1
  0.4%	-0.4%	12.8%	-2.4%	-4.6%	7.6%	-7.5%	1.2%
NS(=O)(=O)c1ccc(NC(=O)c2c(Cl)cccc2Cl)cc1
  -1.6%	-4.1%	-1.6%	4.0%	nt	7.5%	10.3%	4.6%
CCN(CC)S(=O)(=O)c1ccc(/C=C/C(=O)OCC#N)cc1
  5.6%	-0.6%	-0.6%	2.3%	-0.9%	8.1%	i	3.5%
O=C(N/C(=C/c1cccnc1)C(=O)N1CCOCC1)c1ccccc1
  -9.3%	-3.1%	12.3%	1.5%	4.2%	-6.6%	-6.1%	-1.8%
Cc1sc2nc(C3CC3)nc(SCC(=O)N3CCCc4ccccc43)c2c1C
  4.9%	-0.3%	-49.1%	0.0%	8.8%[1.84 µM]	3.3%	?	9.2%

Following part
The line under a structure holds: KDM4E inh	Luc counter	NPSR antag	Epigenetic reg	SMN2 splice up	RGS12 GoLoco inh	RECQ1 helicase	IMPase Li cell
CSc1nc(C)cc(OCC(=O)n2nc(C)cc2C)n1
  6.3%	-0.8%	-5.9%[46.1 µM]	-2.4%	4.8%	-2.9%	-5.3%	1.9%[38.3 µM]
COc1ccc(N(CC(=O)NCCC2=CCCCC2)S(=O)(=O)c2c(C)[nH]c(=O)[nH]c2=O)cc1
  -6.4%	nt	12.1%	-1.1%	nt	-3.0%	0.6%	nt
CCCCOc1ccc(Cl)cc1CSc1nnc(C)n1N
  7.7%	-1.0%	-1.7%[46.1 µM]	0.9%	-3.2%	2.8%	-0.3%	21.6%[38.3 µM]
COc1ccc(C2NCCc3c2[nH]c2ccccc32)cc1COc1ccc(F)cc1 (stereo not given)
  2.9%	2.1%	-28.1%	3.1%	-1.0%	12.4%	-14.2%	4.5%
CC1=CC(=O)C=C(C)C1=NOC(=O)/C=C\c1ccccc1
  -13.2%	-2.4%	0.2%	3.8%	-13.8%[1.84 µM]	11.1%	-5.2%	6.0%
Cc1ccc(-c2nc(CS(=O)CC(=O)NC3CCC(C)CC3)c(C)o2)cc1 (stereo not given)
  -2.5%	-3.4%	-8.3%[46.1 µM]	-0.2%	-6.5%	13.0%	-8.7%	1.3%[38.3 µM]
O=C(CSc1n[nH]c(=O)n1C1CC1)NCc1ccccc1
  4.8%	nt	14.9%	-3.1%	nt	5.6%	-4.4%	nt
Cc1ccc(NC(=O)C(Cc2ccccc2)NC(=O)OCc2ccccc2)cc1C (stereo not given)
  -1.0%	-0.8%	-22.3%	-3.2%	-20.9%	-8.8%	-1.9%	12.1%
O=C(c1cnccn1)N1CCN(c2ccccc2F)CC1
  -5.3%	-1.2%	10.6%	-1.4%	8.6%	17.0%	-10.2%	3.5%

Screening data as filed in PubChem.
